Screening data from PubChem.
A3G deaminase: blocks human APOBEC3G single-stranded DNA deamination; inhibition, % at 20 µM; Q9HC16; recombinant A3G, ssDNA deamination FAM/TAMRA fluorescence; AID 493012; 330,000 compounds, 0.28% hits;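 active = inhibition of at least 40% at 20 µM, with no more than 30% in the related APOBEC3A deaminase screen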;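 also: plate controls were DMSO wells with A3G for no effect and wells lacking A3G enzyme for full effect; some compounds called inactive have numbers as strong as hits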
Target sequence (Q9HC16 whole entry, looked up): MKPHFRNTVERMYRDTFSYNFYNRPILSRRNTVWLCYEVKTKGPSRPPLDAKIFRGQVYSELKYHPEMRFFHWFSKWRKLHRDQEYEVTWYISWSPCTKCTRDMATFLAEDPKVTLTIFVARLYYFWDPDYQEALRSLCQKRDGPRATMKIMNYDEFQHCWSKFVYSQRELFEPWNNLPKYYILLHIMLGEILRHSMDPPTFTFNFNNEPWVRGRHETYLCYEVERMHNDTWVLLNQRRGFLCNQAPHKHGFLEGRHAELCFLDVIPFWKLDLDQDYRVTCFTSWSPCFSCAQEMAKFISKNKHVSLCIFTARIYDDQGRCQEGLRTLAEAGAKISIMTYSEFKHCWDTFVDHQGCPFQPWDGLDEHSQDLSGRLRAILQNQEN
hIAP activ: human IAP activation | P09923 | 330,000 compounds, 0.16% hits | activation factor at 10 µM | purified human IAP, CDP-Star luminescence, 30 min; active compounds read high; 1 = vehicle-only enzyme, 0 = enzyme-free background;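 active = activation factor of the enzyme at least 2-fold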; also: the source names both 10 and 20 µM as test concentration; values of inactives mirror those of a sister screen read the other way
SENP1 FRET inh: inhibitors of human SENP1 SUMO protease catalytic domain; inhibition, % at 10 µM; recombinant SENP1 catalytic domain, CyPet-SUMO1-YPet FRET cleavage; Q9P0U3; 360,000 compounds, 0.21% hits;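 active = inhibition at least 30% at 10 µM, raw YFP signal under a set limit, fluorescence ratio 0.5 to 1.5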;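 also: 0% = enzyme with DMSO and 100% = no enzyme wells; some results filed as inactive read as strong as hits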
Target sequence (Q9P0U3 419-644 limits assumed): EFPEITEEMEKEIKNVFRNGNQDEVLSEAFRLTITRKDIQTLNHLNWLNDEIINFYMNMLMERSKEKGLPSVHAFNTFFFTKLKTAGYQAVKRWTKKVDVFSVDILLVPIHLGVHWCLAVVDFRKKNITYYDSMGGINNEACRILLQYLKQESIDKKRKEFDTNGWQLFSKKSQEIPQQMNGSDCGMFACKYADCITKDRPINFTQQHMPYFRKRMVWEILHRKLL
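Test system: hSENP1 catalytic domain, recombinant; Amount: 20 pM final SENP1 enzyme; Medium: Tris pH 8 buffer plus EDTA, NaCl, BME, BSA, NP40, catalase; Schedule: 50 min enzyme reaction, room temperature, light-protected; Technique: FRET fluorescence in CFP and YFP emission channels; Controls: no-enzyme wells low, DMSO-plus-enzyme wells high control.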
MIN6 prolif: MIN6 beta-cell proliferation induction; 330,000 compounds, 0.29% hits; proliferation, % at 10 µM; AID 2380; MIN6 cells proliferation, ATPlite luminescence, 48 h; cells starved in 0.2% serum; 100% = growth in 10% serum;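 active = compounds whose signal lies at least 3.5 SD above the mean of all wells on their plate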;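 also: 0% = DMSO-treated cells in low-serum medium and 100% = 10% serum control; some compounds called inactive have numbers as strong as hits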
mIAP block: mouse IAP inhibition. purified mouse IAP, CDP-Star luminescence, 30 min. inhibition, % at 10 µM. 330,000 compounds, 0.2% hits. AID 2806;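 active = inhibition of at least 40% at 10 µM in the primary screen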;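 also: plate controls were DMSO with enzyme for no effect and no enzyme wells for full effect; values of inactives mirror those of a sister screen read the other way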
hIAP block: blocks human intestinal alkaline phosphatase; P09923; purified IAP, CDP-Star luminescence, 30 min; inhibition, % at 10 µM; 330,000 compounds, 0.12% hits;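 active = inhibition reaching a set limit with compound at 10 µM in the primary screen, cut at about 35% in these data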;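 also: plate controls were DMSO wells with enzyme for no effect and no-enzyme buffer wells for full effect; values of inactives mirror those of a sister screen read the other way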
NALP3 yeast inh: blocks the NALP3 inflammasome reconstituted in yeast; inhibition, % at 10 µM; 330,000 compounds, 0.39% hits; Yeast reconstituted NLRP3/ASC/caspase-1, beta-gal luminescence, 24 h;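 active = inhibition of 50% or more; inactive = inhibition below 50%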;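 also: plate controls were induced DMSO wells for no effect and uninduced yeast grown without galactose for full effect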
mIAP activ: mouse IAP activation; activation factor at 10 µM; 330,000 compounds, 0.24% hits; muIAP, CDP-Star luminescence, 30 min; active compounds read high; 1 = vehicle-only enzyme signal, 0 = enzyme-free wells; AID 2805;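 active = activation factor of at least 2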; also: the source names both 10 and 20 µM as test concentration; values of inactives mirror those of a sister screen read the other way
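System: mouse IAP enzyme. Reagent: CDP-Star chemiluminescent phosphatase substrate. Benchmarks: DMSO wells, no-enzyme wells. Times: 30 min enzyme-substrate-compound incubation at room temperature. Detection: luminescence from enzymatic CDP-Star hydrolysis. Doses: test compounds delivered from DMSO solution.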
APOBEC3A inh: inhibitors of human APOBEC3A DNA deaminase. AID 493011. 330,000 compounds, 0.41% hits. P31941. inhibition, % at 20 µM. recombinant A3A, FAM/TAMRA ssDNA deamination fluorescence;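 active = at least 40% inhibition at 20 µM here, with at most 30% in a related deaminase screen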;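 also: plate controls were A3A with DMSO for no effect and wells lacking A3A enzyme for full effect; some results filed as inactive read as strong as hits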
Target sequence (P31941 whole entry, looked up): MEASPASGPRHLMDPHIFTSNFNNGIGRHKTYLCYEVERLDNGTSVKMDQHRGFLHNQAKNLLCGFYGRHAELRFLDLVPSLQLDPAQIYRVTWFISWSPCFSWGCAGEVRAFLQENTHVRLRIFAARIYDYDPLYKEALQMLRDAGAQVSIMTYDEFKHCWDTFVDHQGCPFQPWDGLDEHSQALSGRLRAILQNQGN
Numbers without * were called inactive; x = not tested or not shown. A portion of the library; the hit share may differ from the screen's.

Results follow in this order: A3G deaminase	hIAP activ	SENP1 FRET inh	MIN6 prolif	mIAP block	hIAP block	NALP3 yeast inh	mIAP activ	APOBEC3A inh
CC(C)(C)NC(=O)CSc1nc(O)cc(=O)[nH]1
  -2	1	1	-1	0	-2	-1	1	1
CCOC(=O)c1c(NC(=O)C(Sc2ccccc2)c2ccccc2)sc(C(=O)N(C)C)c1C (configuration not stated)
  -10	0.86	1	-6	1	14	12	0.99	-2
CSc1cc(N2CCOCC2)nc(-c2ccccc2Cl)n1
  -6	1.1	2	0	-10	-9	49	1.1	-1
COc1ccccc1CNC(=O)CSc1nc(C)cs1
  -9	1	1	-3	12	0	4	0.88	-4
COc1cccc(OCCSc2nc3ccccc3c(=O)[nH]2)c1
  -4	1	1	3	-2	-1	-8	1	4
COc1ccc(OC)c(C(C)NC(=O)C(C)n2cc([N+](=O)[O-])cn2)c1 (configuration not stated)
  -5	0.87	0	-1	5	13	-2	0.95	-2
O=C(COC(=O)/C=C/c1ccccc1Cl)NC(=O)NC1CCCC1
  -4	1.1	0	6	6	-12	5	0.94	-1
COc1ccc(/C=N/NC(=O)c2ccncc2)cc1CN1CCN(c2ccc(F)cc2)CC1
  -1	1.1	0	-4	-13	-7	9	1.1	-8
COc1ccccc1NC(=O)N(CCN1CCCC1)Cc1cc2cc(C)ccc2[nH]c1=O
  -6	0.87	-1	2	4	13	5	0.96	3
Cc1cc2c(nn1)CCc1nonc1-2
  3	0.98	3	4	5	2	0	0.95	4
Nc1c(C(=O)OCC2CCCO2)c2nc3ccccc3nc2n1C1CCCC1 (configuration not stated)
  -5	0.97	-55	-4	-12	3	4	1.1	0
Cc1ccc(C)c(NC(=O)C(C)N2C(=O)c3ccccc3C2=O)c1 (configuration not stated)
  -8	1.1	1	2	-7	-6	21	1.1	-4
O=C(CSc1nnc(-c2ccco2)o1)NC(=O)C1COc2ccccc2O1 (configuration not stated)
  2	1	1	-3	-3	0	8	1	6
CCCn1c(SCC(=O)c2[nH]c(C)c(C(C)=O)c2C)n[nH]c1=O
  -6	0.98	2	-3	-2	2	0	1	2
O=S(=O)(c1ccccc1)c1ccc(C(F)(F)F)cn1
  -3	1.1	1	-2	7	-12	3	0.93	1
Cc1cc([N+](=O)[O-])ccc1Nc1nc2ccccc2n2cnnc12
  3	0.97	-5	-5	0	3	9	0.99	-1
COc1ccccc1NC(=O)C(Sc1ccccc1)c1ccccc1 (configuration not stated)
  0	1	5	0	18	-2	0	0.82	1
CCC(Sc1nc2ccccc2c(=O)n1CCN1CCOCC1)C(=O)NCc1cccnc1 (configuration not stated)
  -3	1	0	-1	7	0	0	0.93	-1
CC1CCN(C(=O)c2[nH]cnc2C(=O)N[C@@H](C)C(=O)OC(C)(C)C)CC1
  -13	1.2	3	-3	4	-18	5	0.96	-3
CC/C(=N\NC(=S)NC(C)C)c1ccc(OC(F)F)cc1
  -1	1.3	1	-3	-15	-30	14	1.1	0
Cc1ccc(Nc2ccccc2)cc1
  -3	0.86	2	0	4	14	14	0.96	-2
CN1C(=S)N(c2cccnc2)C(=O)/C1=C\c1ccc(C(C)(C)C)cc1
  -10	0.9	-3	-7	4	10	28	0.96	-2
CN(C)S(=O)(=O)c1cccc(-c2cn3ccccc3n2)c1
  -3	1.2	0	-1	4	-16	-4	0.95	1
Cc1ccc(CCNC(=O)c2ccc3nc4ccccc4c(=O)n3c2)cc1
  -1	1	-112	0	1	-3	22	0.99	1
COc1ccc(/C=C2\CCn3c2nc2cc(C(=O)O)ccc2c3=O)cc1OC
  -1	1.1	-2	-3	3	-9	-5	0.97	11
O=C(N/N=C/c1cccc(NC(=O)c2ccc(Cl)cc2)c1)c1ccc(O)cc1
  -1	1	2	-3	-1	-3	-4	1	1
CC(C)c1ccc2[nH]c(O)c(N=NC(=O)c3cccc(S(=O)(=O)N4CCCCC4)c3)c2c1
  -6	1.1	5	-1	13	-15	15	0.87	-1
CN1CCN(C2=NC(=O)/C(=C/c3ccccc3OS(=O)(=O)c3ccccc3)S2)CC1
  0	1.1	-2	-3	-2	-14	-1	1	-2
Cc1cc(/C=C(\C#N)C(=O)Nc2ccccc2)c(C)n1-c1ccc2c(c1)OCO2
  4	0.78	-25	-3	7	22	20	0.93	3
O=C(Nc1ccccc1Cl)O/N=C(/c1ccccc1)c1ccccn1
  1	1.4	0	-2	11	-35	-8	0.89	0
CNC(=S)NNS(=O)(=O)c1ccc(OC)cc1OC
  -10	1.1	3	-1	-4	-13	3	1	-6
O=C(CC1(O)C(=O)Nc2ccccc21)c1cccnc1 (configuration not stated)
  -3	0.93	1	-2	-2	7	18	1	0
NS(=O)(=O)c1ccc(CNC(=O)CNC(=O)c2ccc(F)cc2)cc1
  -8	1.2	2	1	-1	-17	6	1	-4
NC(=O)c1ccc(NC(=O)COC(=O)C(Cc2ccccc2)NC(=O)c2ccccc2)cc1 (configuration not stated)
  -6	1.2	0	-1	-3	-16	0	1	0
COC(=O)c1ccc(COc2ccc3c4c(c(=O)oc3c2)CCC4)o1
  -5	1	-9	2	10	-4	3	0.9	-1
S=C(Nc1ccc2nsnc2c1)N1CCCC1
  9	1.1	-23	-3	-2	-8	8	1	-4
O=C1NC2(CCCCC2)C(=O)N1c1ccccc1
  -4	0.93	-2	0	-2	7	-24	1	-3
COc1ccc(N(CC(=O)NCc2ccccc2C)S(=O)(=O)c2ccc(C)cc2)cc1OC
  -4	1	3	0	-13	-5	22	1.1	-3
CC(=O)c1cc2c(O)c(O)ccc2o1
  4	1.2	5	-4	8	-17	7	0.92	-1
COc1cccc(/C=N/NC(=O)CNC(=O)c2ccc(S(=O)(=O)N3CCOCC3)cc2)c1OC
  -8	1	2	0	6	-2	3	0.94	1
O=C(CN1CCCCC1)Nc1ccccc1C(=O)NC1CC1
  -5	0.92	-1	0	-2	8	5	1	0
O=C(NCCCl)Nc1ccccc1NS(=O)(=O)c1cccs1
  2	1.1	-3	0	7	-13	7	0.93	0
C=CCn1c(SCc2nc3sc4c(c3c(=O)[nH]2)CCCC4)nc2ccccc2c1=O
  -7	0.89	5	0	12	11	7	0.88	-3
CCCc1cc(=O)[nH]c(SCC(=O)N2CCc3ccccc32)n1
  -4	1.1	2	0	-6	-12	6	1.1	-3
COCCNC(=O)c1c[nH]c2ccc(S(=O)(=O)N(C)c3ccc(C)c(C)c3)cc2c1=O
  0	0.92	3	-5	2	8	13	0.98	0
Cc1cc(C)c(S(=O)(=O)Nc2ccc[nH]c2=O)c(C)c1
  -7	0.97	-2	-1	14	3	5	0.86	-6
Cc1cc(C)n(CCc2nc(-c3ccc(F)cc3)cs2)n1
  -6	0.85	0	-2	1	15	-1	0.99	-1
NS(=O)(=O)c1cccc(-n2cnnn2)c1
  -2	1	1	-2	-2	0	5	1	1
O=C(C[n+]1ccc(/C=N/O)cc1)NCc1ccccc1
  -6	0.84	-1	2	10	16	11	0.9	-3
COc1ccc(N2CCN(CCCNC(=O)c3ccc(CS(=O)(=O)c4ccc(OC)cc4)o3)CC2)cc1
  -6	1.2	3	6	-1	-18	2	1	-6
Nc1nnnn1/N=C/c1ccc(O)cc1
  -4	1	-1	-2	-4	-3	-7	1	-5
CCN1C(=O)C2(C(C#N)=C(N)Oc3n[nH]c(-c4ccccc4)c32)c2ccccc21 (configuration not stated)
  -8	1	0	2	-4	-2	13	1	-5
O=C(Nc1ccc(F)cc1F)N1CCN(CCc2ccccc2)CC1
  -3	1.2	-1	4	-5	-22	4	1.1	-1
Cc1ccc(-n2c(-c3ccccc3)n[nH]c2=S)c(C)c1
  14	1.2	0	0	0	-19	9	1	-9
Nc1ncnc2c1ncn2[C@@H]1O[C@H](CNC(=O)[C@@H](N)Cc2ccccc2)[C@@H](O)[C@H]1O
  2	x	-1	x	-9	x	x	1.1	-1
CC(=O)c1ccc(NC(=O)C2CCCN2S(=O)(=O)c2ccc(F)cc2)cc1 (configuration not stated)
  -6	0.85	2	3	7	15	15	0.93	-3
COc1ccc(N2C(=O)c3ccc(NC(C)=O)cc3C2=O)cc1
  -1	0.95	-20	1	3	5	3	0.97	0
C/C(=N\NC(=O)c1ccn(C)n1)c1ccc(NC(=O)C2CCCC2)cc1
  -2	1	3	0	4	-3	14	0.96	2
CCCC(=O)Nc1ccc2c(c1)nc(CN1CCN(C(C)=O)CC1)n2C
  3	1.1	-1	-2	3	-7	12	0.97	-2
O=S1(=O)CCC(NC(=S)N2CCCCC2)C1 (configuration not stated)
  -1	1.1	0	0	6	-10	6	0.94	4

Next records follow:
Results follow in this order: A3G deaminase	hIAP activ	SENP1 FRET inh	MIN6 prolif	mIAP block	hIAP block	NALP3 yeast inh	mIAP activ	APOBEC3A inh
FC(F)Sc1ccc(N=C2NN=C(c3ccc4c(c3)OCCO4)CS2)cc1
  -6	0.96	6	-6	6	4	16	0.94	-2
Cc1ccccc1C(=O)NNC(=O)C12CC3CC(CC(C3)C1)C2
  -9	1	4	-1	1	-3	22	0.99	-1
COc1ccc(-n2nc3cc(C)c(NC(=O)c4cccnc4)cc3n2)cc1
  -4	0.98	-1	0	9	2	11	0.91	4
COc1ccc(-n2c(Cc3cc(=O)[nH]c(=O)[nH]3)nnc2SCC(=O)N2CCC(C)CC2)cc1
  -8	1	3	-3	5	-3	6	0.95	-6
COc1ccc(/C=N/NC(=O)c2ccc(-n3cnnn3)cc2)cc1
  -10	1	2	1	9	0	8	0.91	-3
Cc1ccc(C)c(OCCC(=O)N2CCN(S(=O)(=O)c3cc(C)ccc3C)CC2)c1
  -4	0.92	-1	-5	8	8	15	0.92	2
Cc1ccc(OCCC(=O)OCC(=O)N2CCN(S(=O)(=O)c3ccc(C)cc3C)CC2)cc1
  -7	0.91	0	-1	5	9	14	0.95	3
CC(C)n1cc(C(=O)NC2CC(C)(C)Cc3c2cnn3-c2ccccc2)cn1 (configuration not stated)
  -1	1.2	0	-1	-5	-23	1	1	-2
O=C(NCc1cccnc1)C1CCC(c2ccc(Cl)cc2)CC1 (configuration not stated)
  13	1.2	1	1	-14	-18	19	1.1	4
Cc1cccc(-c2nc3ccccc3c(=O)n2NC(=O)/C=C/c2ccc([N+](=O)[O-])cc2)c1
  -7	1.2	0	-2	8	-19	1	0.92	-5
CN1C(=O)C2(NC(=O)c3ccccc3N2C)c2ccccc21 (configuration not stated)
  3	0.91	1	-2	-1	9	9	1	4
Cc1ccc(NC(=O)OCCNC(=O)OC(C)C)cc1
  -3	0.9	0	-3	1	10	15	0.99	5
O=C(N/N=C/c1cc([N+](=O)[O-])ccc1O)c1c[nH]c2ccccc12
  -6	1.1	-9	-1	15	-5	-9	0.85	0
Nn1c(CSc2ccccn2)nc2ccccc2c1=O
  -4	0.9	-1	0	-3	10	21	1	-5
